CAL PDZ FP-1 – untagged CAL PDZ binding inhibitors, primary screen, biochemical, fluorescence polarization, HTS; purified CAL PDZ, TMR-peptide fluorescence polarization, 1 h; AID 602252, 2012; actives 0.92% (n = 300,000); inhibition, % at 24.9 µM;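 active = mean inhibition of at least 30% with at least half of replicates also reaching 30%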;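 note: 0% = DMSO neutral control and 100% = excess unlabeled competitor peptide PRC23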
Arr AP2 block – inhibitors of beta-arrestin/AP2 binding, primary screen, biochemical, GPCR trafficking, flow cytometry; beta-arrestin 1 C-terminal peptide binding to AP2 beta2-adaptin appendage (human); AID 504490, 2011; inhibition, % at 10 µM; actives 0.31% (n = 340,000); FITC-arrestin peptide / GST-AP2 beads; AP2 beta2 appendage carries R879A mutation;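 active = inhibition above a set limit, near 3 SD of compounds lacking own fluorescence, cut at about 54% in these data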;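 note: plate controls were DMSO wells for no effect and 5 µM unlabelled arrestin peptide for full effect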
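Test system: GST-tagged AP2 beta2-adaptin appendage (R879A) on 4 µm glutathione beads; also added: fluorescein-tagged arrestin peptide at 50 nM final; timing: 12 min plus 1 h, RT; signal: flow cytometry, FL1 (488/535 nm); read-out: percent drop in bead-associated FITC signal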
Pemphigus Ab inh – inhibitors of pemphigus antibody binding to DSG3, primary screen, biochemical, bead-based, flow cytometry, scFv-GFP. DSG3-coupled beads, scFv-anti-DSG3-GFP binding; active compounds read low. binding (percent of control), % at 10 µM. actives 0.48% (n = 310,000);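 active = binding more than 3 SD below its plate's average and above zero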;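 note: hits lower antibody fragment binding to DSG3; some compounds called inactive have numbers as strong as hits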
NSD2 inh – NSD2 histone methyltransferase inhibitors, primary screen, biochemical, AlphaScreen, single concentration, set 2. Histone-lysine N-methyltransferase NSD2 (Homo sapiens), O96028. AID 743445, 2014. actives 0.54% (n = 310,000). inhibition, % at 12.5 µM. NSD2 peptide methylation, 120 min; in the data active = inhibition above about 50%
Keap1 Nrf2 FP – Keap1-Nrf2 protein-protein interaction inhibitors, primary screen, biochemical, fluorescence polarization, single point; Kelch-like ECH-associated protein 1 (Homo sapiens), Q14145; Keap1 Kelch-Nrf2 peptide fluorescence polarization, 1536-well; inhibition, % at 9.4 µM; actives 0.15% (n = 340,000); AID 504523, 2011; in the data active = inhibition above about 12%;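 note: human Keap1 Kelch domain with fluorescein labeled Nrf2 9mer peptide probe; 0% = neutral control wells and 100% = peptide positive control; higher means more block of Keap1 binding to Nrf2 peptide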
V-ATPase pHluor – regulators of yeast V-ATPase proton pumping, primary screen, pHLuorin cytosolic pH fluorescence; S. cerevisiae; response, % at 10 µM; actives 0.37% (n = 350,000); AID 504577, 2011; in the data active = response mostly above about 7.3%, no sharp cut-off; inactive = mostly below about 5.4%; note: actives read high; inactives centre near 0; some compounds called inactive have numbers as strong as hits; reference of the scale not given here
LANA DNA inh – inhibitors of KSHV C-LANA binding to DNA, primary screen, biochemical, fluorescence polarization, FAM-LBS DNA, MBP-C-LANA, single point. Kaposi's sarcoma herpesvirus LANA C-terminal domain (residues 932-1162) DNA binding. inhibition, % at 9 µM. actives 0.078% (n = 340,000);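 active = highest replicate inhibition at or above 60% at 9 µM, even if other replicates fall short; inactive = all replicates below 60% inhibition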;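 note: 0% = neutral control wells and 100% = 4 µM acridine orange control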
DAGLB inhibitor – DAGLB lipase inhibitors, primary screen, biochemical, fluorescence, HTS | actives 0.059% (n = 340,000) | inhibition, % at 5.17 µM | HEK293T DAGLB membrane lysate, EnzChek fluorogenic substrate; in the data active = inhibition above about 34%;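 note: 0% = enzyme with vehicle and 100% = wells lacking enzyme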
Target sequence (Q8NCG7 whole entry, looked up): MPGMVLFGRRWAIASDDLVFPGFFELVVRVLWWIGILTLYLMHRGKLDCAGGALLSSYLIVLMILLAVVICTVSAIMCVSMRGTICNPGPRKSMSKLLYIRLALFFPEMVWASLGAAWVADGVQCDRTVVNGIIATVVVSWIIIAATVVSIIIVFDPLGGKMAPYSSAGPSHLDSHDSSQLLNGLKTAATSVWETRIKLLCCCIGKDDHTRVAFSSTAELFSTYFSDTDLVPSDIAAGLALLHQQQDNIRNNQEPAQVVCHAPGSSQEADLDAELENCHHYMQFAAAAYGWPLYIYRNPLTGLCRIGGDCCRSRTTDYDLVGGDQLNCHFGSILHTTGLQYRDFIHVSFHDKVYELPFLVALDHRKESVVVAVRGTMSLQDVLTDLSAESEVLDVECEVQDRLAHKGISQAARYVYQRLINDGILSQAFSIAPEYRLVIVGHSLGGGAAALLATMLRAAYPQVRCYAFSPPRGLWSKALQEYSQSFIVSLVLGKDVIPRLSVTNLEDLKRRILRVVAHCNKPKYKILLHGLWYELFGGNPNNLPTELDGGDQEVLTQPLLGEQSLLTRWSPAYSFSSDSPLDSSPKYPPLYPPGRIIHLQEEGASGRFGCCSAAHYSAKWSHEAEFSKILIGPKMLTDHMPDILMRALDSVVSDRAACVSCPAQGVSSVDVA
CAL PDZ FP-2 – CAL PDZ peptide-binding inhibitors, primary screen, biochemical, fluorescence polarization, Cer-tagged CAL PDZ, HTS; Golgi-associated PDZ and coiled-coil motif-containing protein (Homo sapiens), Q9HD26; purified CAL PDZ, TMR-peptide fluorescence polarization, 1 h; inhibition, % at 20 µM; actives 0.02% (n = 330,000); AID 504414, 2011;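 active = highest replicate inhibition of at least 40%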;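 note: plate controls were DMSO neutral control wells for no effect and unlabeled competitor peptide control wells for full effect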
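Material: tagged CAL PDZ domain; buffer or medium: 25 mM sodium phosphate pH 7.4, 150 mM NaCl, TCEP, IgG, Thesit; compound dosing: single point, 20 µM; schedule: 1 h incubation at room temperature before polarization reading; measured by: FP readout, S and P plane fluorescence; read-out basis: percent inhibition from loss of millipolarization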
Cardiac RTF inh – cardiac RTF calcium sensitivity inhibitors, primary screen, biochemical, IANBD-TnC fluorescence, EC70 calcium; IANBD-labeled cardiac RTF, Ca2+ fluorescence; Troponin I, cardiac muscle (Homo sapiens) + Troponin T, cardiac muscle (Homo sapiens) + …; actives 0.12% (n = 340,000); AID 493244, 2011; inhibition, % at 7.15 µM;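 active = inhibition above the mean inhibition of all tested compounds plus 3 SD, cut at about 17% in these data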;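 note: assay run at fixed EC70 calcium of 1.6 mM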
* hit, by the source's call; · = not tested or not shown. These rows are one share of the data. The share of hits here may be higher or lower than overall.

Each structure is followed by: CAL PDZ FP-2, DAGLB inhibitor, V-ATPase pHluor, Cardiac RTF inh, NSD2 inh, Arr AP2 block, Keap1 Nrf2 FP, LANA DNA inh, Pemphigus Ab inh, CAL PDZ FP-1
- COc1ccc2c(c1)[nH]c1c(=O)n(N)cnc12
→ -2.2, 1.6, 0.1, -32.7, -0.8, -1.8, -5.1, -0.8, 118.0, -1.5
- Cc1nc(CSc2n[nH]c(=O)n2-c2cccc(F)c2)cs1
→ 0.0, 1.0, 8.9, -5.8, -5.7, 0.2, 0.4, 0.9, 111.5, ·
- CCc1cccc(NC(=O)CCNS(=O)(=O)c2cc(Br)cnc2N)c1
→ -1.9, -1.5, -0.7, -1.2, ·, 8.8, -0.6, 0.6, ·, -6.7
- COCCn1c(C)cc(/C=C2/NC(=O)N(Cc3ccc(C)cc3)C2=O)c1C
→ -7.0, 4.4, -0.2, -3.3, 3.5, 43.3, -5.1, -0.3, ·, -19.0
- Cc1ccc(C(=O)O)cc1NC(=O)c1ccc(Cn2nc(C)c(Cl)c2C)o1
→ 1.1, 4.0, 3.3, 4.9, 0.6, -1.4, -2.9, 1.0, 105.9, -0.1
- O=C(Nc1ccc(Oc2ccc(NC(=O)c3ccco3)c(NC(=O)c3ccco3)c2)cc1)c1ccco1
→ -1.9, 2.6, -0.2, -6.2, -0.1, 6.5, 2.5, 0.5, 93.5, -0.5
- COc1ccc(N2CCN(C(=O)CSc3nnc(-c4cc5ccccc5cc4O)n3C)CC2)cc1
→ -0.1, 2.8, 1.6, -9.7, 2.7, 5.7, 2.6, 0.9, 108.4, -0.7
- CCN(CC)c1nc(-c2cccc(OC)c2O)nc2ccccc12
→ -1.7, -8.9, -0.7, 5.6, 3.5, -0.9, 3.4, 1.7, 100.5, -0.6
- CC[C@]12c3[nH]c4cc(CCC(=O)N(C)C)ccc4c3CCN1C(=O)[C@@H](CC(=O)NCc1ccc(OC)c(OC)c1)C[C@@H]2C(=O)N1CCN(C(=O)c2ccco2)CC1
→ -1.1, -0.5, -3.0, -5.8, ·, 28.4, 2.7, -0.4, 98.1, 1.3
- CN(C(=O)c1cccnc1)c1nc(-c2ccccc2)cs1
→ -0.3, -10.2, 2.7, -3.3, -1.2, 5.7, -2.8, -0.4, ·, -3.2
- C[C@@H](C(=O)CC(=O)OC(C)(C)C)[C@@H](O)c1ccccc1
→ -0.5, 3.1, -2.6, -11.0, ·, -1.1, 2.5, 0.7, 101.5, 1.4
- O=C(CN1CCN(Cc2ccccc2)CC1)Nc1ccc(N2CCOCC2)cc1
→ -0.5, 4.3, 5.2, 1.8, -1.6, 33.8, 2.0, -0.9, 97.4, -0.6
- COC(=O)C(C(=O)OC)c1ccc(-n2cccc2)cc1
→ -0.5, -3.3, 1.7, -4.2, 4.8, 55.9*, 1.8, -0.6, 115.2, 1.7
- CCOC(=O)c1ccc(NC(=O)COc2ccc(S(=O)(=O)N3CCCC3)cc2)cc1
→ -2.6, -2.7, -0.5, -1.2, ·, -1.0, -3.5, -1.1, 96.4, -3.1
- COc1ccc2ccccc2c1CN1CCCC(CO)C1 (centres undefined)
→ -0.2, 2.3, -2.7, 0.7, -6.0, -1.7, 2.6, 0.1, 101.5, -1.3
- Cc1ccc2ccc3cccnc3c2n1
→ ·, -7.6, -1.8, 2.0, 2.8, 33.3, 3.0, -1.5, 104.6, 8.3
- COc1cc(C)c(Cl)cc1S(=O)(=O)NCC1CCCO1 (centres undefined)
→ -0.6, -0.4, 1.9, -10.9, 28.2, 1.6, -3.8, -0.5, 105.8, 0.5
- COc1ccc(NS(=O)(=O)c2ccc3c(c2)CCO3)cc1
→ -0.7, -3.7, 2.5, 2.7, 0.6, 27.4, 2.9, 0.4, 110.0, ·
- COc1ccc(OC)c(C(=O)c2ccc(C(=O)O)cc2)c1
→ -0.2, -0.8, 0.5, 2.1, 14.1, 27.2, -0.7, 1.8, 102.3, ·
- Cc1c(C(=O)Cc2ccccc2)n(C)c2ccccc12
→ -2.3, -11.9, -3.1, 5.8, 1.2, 13.8, 1.2, 2.2, 102.3, -1.1
- COc1ccccc1N1C(=O)C2CC(C)=C(C)CC2C1=O (centres undefined)
→ 0.2, -0.3, 0.0, -4.6, -1.0, -8.1, -4.2, -2.7, 98.3, 5.8
- O=C(/C=C/c1ccc(F)cc1)NCCNC(=O)/C=C/c1ccc(F)cc1
→ -0.4, ·, -2.1, ·, 2.4, -1.8, -4.4, -0.8, 99.2, 4.2
- COC(=O)c1ccc(NC(=O)CN2CCN(c3ccc(Cl)cc3)CC2)cc1
→ 0.6, -0.4, -4.2, -9.0, -0.8, -8.7, -3.2, -2.4, 112.5, ·
- Cc1ccc(Cl)cc1-n1c(=O)cc(N2CCN(C(=O)c3ccco3)CC2)[nH]c1=O
→ -3.4, 0.3, -1.0, -28.4, 0.0, 36.1, -7.6, -1.3, 87.5, 0.8
- Cc1ccc(S(=O)(=O)Nc2cc(C(=O)N3CCOCC3)ccc2N2CCCCC2)cc1
→ ·, -0.5, 2.9, -12.1, 1.4, -3.3, 0.0, -2.3, 102.3, -1.9
- COc1c2occc2c(OC)c2c(=O)cc(C(F)(F)F)oc12
→ -1.2, -1.1, -3.7, 2.1, 0.2, -2.9, 2.1, 0.4, 85.5, -2.3
- Cc1ccc2nc(C)cc(C(=O)N3CCCC(CO)(Cc4ccccc4C)C3)c2c1 (centres undefined)
→ -1.8, 1.3, -3.2, 2.5, -1.6, -10.1, -1.5, 0.7, 106.7, -5.1
- Cc1oc2cc([N+](=O)[O-])c(O)c([N+](=O)[O-])c2c1C(=O)c1ccc(Br)cc1
→ -4.3, 44.0*, 1.0, 8.3, 35.2, 7.7, -1.9, 1.3, 85.3, -1.5
- Cc1cccc(SC2CCN(C(=O)C3CCC(=O)N(C4CC4)C3)CC2)c1 (centres undefined)
→ -2.3, 1.3, 1.1, 5.8, -1.1, 4.2, -5.4, 1.5, 99.5, -3.0
- O=C(Nc1ccc(NC(=O)c2ccco2)c(Cl)c1)c1ccc2c(c1)OCCO2
→ 0.3, -0.9, -2.4, -0.4, -4.1, -9.4, 2.7, 0.8, 89.6, 3.6
- CN(CCOc1ccccc1)CC(=O)Nc1ccc([N+](=O)[O-])cc1Cl
→ -5.0, -6.5, -1.0, -3.5, -2.9, -10.9, 2.4, 0.2, 102.7, -3.8
- Cn1c(CCN2CCCC2)nc2cc(NS(=O)(=O)c3ccc(Cl)cc3)ccc21
→ -2.4, 2.8, -2.2, -13.9, 1.4, 6.1, -0.9, -1.5, ·, -6.0
- CN(Cc1ccccc1)C(=O)c1ccc(NC(=O)Cc2cccc(NC(=O)C3CCN(C(=O)C4CCC4)CC3)c2)cc1
→ -7.5, 0.6, -3.1, -2.1, ·, 1.8, -1.6, -1.5, 107.8, 0.4
- COc1ccc(C2CCCN2C(=O)Nc2cccc(C(C)=O)c2)cc1OC (centres undefined)
→ -0.2, 1.1, -0.8, -0.3, 1.6, -1.3, -5.1, -2.1, 108.5, -5.7
- CCn1c(=O)cc(OCC(=O)NCCc2cccc(C)c2)c2ccccc21
→ -4.0, 2.3, 4.6, -36.8, 0.5, 11.6, -1.8, -2.3, 94.1, -2.4
- CCN1CCN(C(c2cccs2)C(C)NC(=S)Nc2cccc(C)c2C)CC1 (centres undefined)
→ -2.6, -0.6, 0.2, -3.0, 0.1, -3.9, -4.2, 0.0, 92.0, -1.7
- Cc1nc(SCC(C)C)[nH]c(=O)c1Cc1ccccc1
→ 0.1, 0.9, 3.9, -8.5, -0.8, 7.4, -2.4, -0.4, 104.7, -1.7
- Cc1cc(Nc2ccccc2F)n2ncnc2n1
→ 0.6, -0.2, -0.3, -3.8, ·, -1.4, -2.9, 4.7, 108.5, -2.5
- CCOC(=O)c1c(N2C(=O)Nc3ccccc3N2O)sc2c1CCCC2
→ -3.1, 3.3, 3.6, 0.2, -2.5, -3.7, 2.7, -0.7, 88.8, -2.9
- CN(C)C(CNC(C(=O)Nc1ccc(F)cc1)c1ccccc1)c1ccccc1 (centres undefined)
→ -1.5, 1.2, 0.6, 0.2, 5.6, 21.8, 3.7, 1.9, 103.8, -3.8
- COc1cccc2oc(CCc3ccccc3)cc(=O)c12
→ -2.0, -2.3, -2.2, 1.2, ·, 33.8, 8.3, 5.1, ·, -0.5
- COc1ccc(-c2nnc(N(C)C(=O)C3CCOC3)s2)cc1 (centres undefined)
→ -0.9, 0.6, -2.7, -10.8, 0.2, -5.0, 2.0, -1.2, 106.4, -1.0
- C=CCn1c(-c2ccccc2)n[nH]c1=S
→ -0.6, 0.2, -3.4, -6.6, -1.7, -21.5, -4.7, -0.6, 98.6, -2.0
- CCN(C(=O)COc1ccc2ccc(=O)oc2c1)C1CCCCC1
→ 0.0, 0.7, 4.5, -4.0, -0.7, 18.9, 0.2, -0.1, ·, 3.6
- CN(C)c1ccc(C2CC(=O)NC3=C2C(=O)CC(C)(C)C3)cc1 (centres undefined)
→ -0.4, 1.1, -3.7, 1.6, ·, -9.3, 4.8, -0.8, 103.0, -4.8
- CC(Sc1nnc2n1CCCCC2)C(=O)Nc1ccc(S(N)(=O)=O)cc1 (centres undefined)
→ -2.8, -0.5, 1.5, -6.8, -1.4, 3.3, -0.4, 0.1, 92.4, 7.7
- COc1ccc(CCNC(=O)CCN2C(=O)COc3ccccc32)cc1OC
→ -0.4, 0.2, -0.9, -2.4, 0.8, 2.9, 3.0, 1.1, 104.1, -2.7
- C=CCNC(=O)NC(=O)COC(=O)c1ccccc1Sc1ccc(C(F)(F)F)cc1[N+](=O)[O-]
→ 0.4, 0.0, -2.8, 4.8, 1.1, 42.7, 0.0, -1.1, 103.5, 4.6
- CC(=Nc1cc(C(=O)c2ccccc2)ccc1N)C1=C(O)CC(C)(C)CC1=O
→ -0.4, 1.8, 1.4, -8.7, -0.2, 6.2, 0.0, 2.0, 104.9, -2.7
- COc1ccc(Nc2cc(Nc3cccc(OC)c3)ncn2)cc1
→ 0.0, 3.4, 4.7, 6.1, -0.1, 14.8, 3.3, 0.4, 105.3, -4.4
- O=C(O)Cc1ccc(NC(=O)Cc2ccc3ccccc3c2)cc1
→ -0.7, -0.8, -1.3, -5.2, -1.3, 2.1, -2.2, 1.1, 90.8, -4.1

Compound activity: PubChem BioAssay, several laboratories
